High-throughput results from PubChem.
ABHD5-PLIN5 inh = inhibitors of human ABHD5-perilipin-5 interaction; Q00G26+Q8WTS1; Split G. princeps luciferase complementation, luminescence, 4 h; inhibition, % at 4 µM; 360,000 compounds, 0.78% hits; AID 602281;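 active = inhibition above the mean inhibition across every tested compound plus 3 SD, cut at about 22% in these data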;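 also: 0% = DMSO only wells and the 100% control is not disclosed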
TLR9-MyD88 inh = blocks human TLR9 binding to MyD88; CHO BLA complementation TLR9-MyD88, CCF4 FRET ratio; inhibition, % at 4.98 µM; 340,000 compounds, 0.21% hits;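 active = inhibition above the mean over all tested compounds plus 3 SD, cut at about 21% in these data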;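 also: 0% = DMSO only wells and 100% = clavulanate BLA inhibitor control wells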
NOD2 RIPK2 PPI = NOD2-RIPK2 protein interaction inhibition; CHO BLA complementation NOD2-RIPK2, CCF4 ratio; inhibition, % at 4.98 µM; 360,000 compounds, 0.38% hits; AID 624267; in the data active = inhibition above about 21%;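 also: 0% = vehicle only and 100% = reference blocker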
MC4R ag barr = activates human MC4R beta-arrestin recruitment; P32245; U2OS MC4R beta-arrestin complementation, luminescence; percent of melanotan II response, DMSO zero; activation, % at 8.9 µM; 360,000 compounds, 0.98% hits; AID 540308;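 active = activation above a per-plate cutoff, the mean activation of sample wells on that plate plus 3 SD, cut at about 8% in these data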
Granule exo inh = blocks lytic granule exocytosis; TALL-104 LAMP-1 surface exposure, flow cytometry; cells stimulated with thapsigargin and PMA; inhibition, % at 10 µM; 360,000 compounds, 0.66% hits; AID 651702;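 active = inhibition above about 55%, limit read from the data; inconclusive = no clear call, values can overlap the other calls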
aDG glyco act = alpha-DG glycosylation activation. activation, % at 10 µM. Pro5-aDG cells, alpha-DG glycosylation AlphaScreen (IIH6); 0% Pro5, 100% B10-LARGE cell signal. 360,000 compounds, 0.22% hits;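 active = activation of at least 8% versus controls, or a plate z-score of at least 8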;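 also: Pro5 are CHO cells carrying HIG-tagged alpha-DG that lacks glycosylation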
Vif inh = HIV Vif inhibition. HEK293T cells, Vif self-association by quenched fluorescence, imaging, 24 h. inhibition, % at 7.49 µM. 340,000 compounds, 0.35% hits; in the data active = inhibition above about 50%, passing the limit was not always enough; inconclusive = no clear call, values can overlap the other calls; inactive = below about 31%; also: some results filed as inactive read as strong as hits
N-glyco inh = N-linked glycosylation inhibition; reporter increase, % at 12.5 µM; 360,000 compounds, 0.23% hits; D54 ERlucT glycosylation luciferase reporter, 24 h; percent of 100 nM tunicamycin response;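 active = mean luciferase reporter signal, scaled so untreated is 0 and the glycosylation-blocking control 100, at or above a set limit in every replicate; inconclusive = mean reaches the limit but not every replicate does; inactive = mean below the limit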;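 also: luciferase carries N-glycosylation sites so blocking glycosylation raises the light; 0% = median of neutral control wells and 100% = median of 100 nM tunicamycin wells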
ABCB6 inh MLPCN = inhibitors of human ABC transporter ABCB6. Q9NP58. K562-ABCB6 porphyrin accumulation, flow cytometry, 1 h; hits give low values. fluorescence ratio to DMSO, % at 10 µM. 360,000 compounds, 0.19% hits. AID 602162;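 active = fluorescence ratio to DMSO below 75%, the collection mean minus 3 SD; inconclusive = too few cells collected in the well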;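 also: signal is porphyrin accumulated inside mitochondria; 100% equals median channel fluorescence of DMSO control wells; lower ratio means ABCB6 inhibition with less porphyrin fluorescence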
Target sequence (Q9NP58 whole entry, looked up): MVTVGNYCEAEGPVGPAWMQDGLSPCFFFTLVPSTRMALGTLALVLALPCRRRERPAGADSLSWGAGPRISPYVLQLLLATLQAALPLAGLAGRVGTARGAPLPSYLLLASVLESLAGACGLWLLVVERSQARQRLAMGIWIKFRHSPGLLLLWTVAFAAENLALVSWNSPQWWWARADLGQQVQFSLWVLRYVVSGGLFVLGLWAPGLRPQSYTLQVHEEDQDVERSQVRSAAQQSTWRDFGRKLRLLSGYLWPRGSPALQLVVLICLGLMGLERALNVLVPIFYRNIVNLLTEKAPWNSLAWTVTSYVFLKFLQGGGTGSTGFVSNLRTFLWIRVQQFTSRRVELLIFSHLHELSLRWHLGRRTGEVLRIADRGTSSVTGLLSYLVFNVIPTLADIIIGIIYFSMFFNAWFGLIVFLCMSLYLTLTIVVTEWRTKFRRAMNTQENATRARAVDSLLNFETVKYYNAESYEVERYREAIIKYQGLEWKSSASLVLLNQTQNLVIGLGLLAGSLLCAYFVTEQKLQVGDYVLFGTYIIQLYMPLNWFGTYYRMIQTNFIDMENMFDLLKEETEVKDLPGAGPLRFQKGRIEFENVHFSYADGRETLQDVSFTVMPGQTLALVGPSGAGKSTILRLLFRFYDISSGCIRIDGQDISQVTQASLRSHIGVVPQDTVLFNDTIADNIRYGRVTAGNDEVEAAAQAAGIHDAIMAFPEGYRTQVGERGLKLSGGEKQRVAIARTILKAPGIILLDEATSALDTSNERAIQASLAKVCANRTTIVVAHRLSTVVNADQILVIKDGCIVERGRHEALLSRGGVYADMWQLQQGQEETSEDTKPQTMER
MC4R antag cAMP = antagonists of human melanocortin 4 receptor (MC4R); MC4R-expressing cells, MTII-stimulated cAMP, LANCE TR-FRET; inhibition, % at 6.5 µM; 360,000 compounds, 0.48% hits; AID 540295;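 active = inhibition above its plate's cutoff, the mean of tested wells on that plate plus 3 SD, cut at about 29% in these data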;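 also: 0% = Melanotan II alone and 100% = Melanotan II plus saturating MCL0020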
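Material: U2OS-MC4R stable cell line | Reagent: Melanotan II challenge after compound preincubation | Doses: One concentration, 6.5 µM nominal | Incubation: 30-min compound preincubation, 1-h Melanotan II challenge, 1-h detection, room temperature | Signal: TR-FRET cAMP assay | Replicates: One well per compound, no replicates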
Starred values were filed as active, the others as inactive. A portion of the library (hit frequency here may not be typical).

O=C1Nc2ccc(F)cc2C12Nc1ccccc1-c1nnc(SCc3ccccc3F)nc1O2 (stereo not given) was read as ABHD5-PLIN5 inh -22.1, TLR9-MyD88 inh 4.4, NOD2 RIPK2 PPI 0.1, MC4R ag barr -0.4, Granule exo inh -0.3, aDG glyco act 0.4, Vif inh 10.2, N-glyco inh 1.4, ABCB6 inh MLPCN 106.0 and MC4R antag cAMP 8.4.
Screening Cc1ccc(S(=O)(=O)c2nnn3c2nc(N2CCOCC2)c2ccccc23)c(C)c1 returned ABHD5-PLIN5 inh 6.0, TLR9-MyD88 inh -2.1, NOD2 RIPK2 PPI -9.0, MC4R ag barr -0.8, Granule exo inh 15.5, aDG glyco act 0.2, Vif inh -6.1, N-glyco inh -5.3, ABCB6 inh MLPCN 99.0 and MC4R antag cAMP -22.6.
Screening CC(=O)Nc1ccc(NC(=O)C2CCCCC2C(=O)O)cc1 (stereo not given) returned ABHD5-PLIN5 inh 0.1, TLR9-MyD88 inh -4.6, NOD2 RIPK2 PPI -4.0, MC4R ag barr -0.5, Granule exo inh -1.4, aDG glyco act 0.3, Vif inh -0.5, N-glyco inh 1.1, ABCB6 inh MLPCN 95.0 and MC4R antag cAMP 14.7.
Screening Cc1ccccc1NC(=O)c1ccc(CN(c2ccccc2)S(=O)(=O)c2ccccc2)cc1 returned ABHD5-PLIN5 inh -8.4, TLR9-MyD88 inh -0.4, NOD2 RIPK2 PPI -0.5, MC4R ag barr -0.1, Granule exo inh inconclusive, aDG glyco act 0.0, Vif inh -8.5, N-glyco inh -2.8, ABCB6 inh MLPCN 100.0 and MC4R antag cAMP 10.4.
For O=C(Cn1c(=O)n(CC2CCCO2)c(=O)c2ccccc21)c1ccccc1 (stereo not given) the results were ABHD5-PLIN5 inh 0.3, TLR9-MyD88 inh 3.4, NOD2 RIPK2 PPI -7.8, MC4R ag barr -2.0, Granule exo inh -0.6, aDG glyco act 0.0, Vif inh 1.4, N-glyco inh -0.8, ABCB6 inh MLPCN 95.0 and MC4R antag cAMP 16.6.
Screening COc1cc(O)c(C(CC(=O)N2CCOCC2)c2ccc(N(C)C)cc2)c(OC)c1 (stereo not given) returned ABHD5-PLIN5 inh -3.1, TLR9-MyD88 inh 0.2, NOD2 RIPK2 PPI -1.4, MC4R ag barr -0.3, Granule exo inh -0.8, aDG glyco act -0.2, Vif inh -5.0, N-glyco inh 2.0, ABCB6 inh MLPCN 92.0 and MC4R antag cAMP 7.8.
`CCCOc1ccc2c3c(c(=O)oc2c1OCCC)CCCC3` gave ABHD5-PLIN5 inh -21.1, TLR9-MyD88 inh 5.9, NOD2 RIPK2 PPI 8.8, MC4R ag barr 1.0, Granule exo inh -2.4, aDG glyco act 0.9, Vif inh -1.5, N-glyco inh -4.7, ABCB6 inh MLPCN 93.0 and MC4R antag cAMP -9.9.
COC1OCC(O)C(NC(=O)N(C)N=O)C1O (stereo not given) was read as ABHD5-PLIN5 inh 5.1, TLR9-MyD88 inh -5.7, NOD2 RIPK2 PPI -15.6, MC4R ag barr -2.1, Granule exo inh 2.1, aDG glyco act 0.1, Vif inh -2.1, N-glyco inh 1.2, ABCB6 inh MLPCN 104.0 and MC4R antag cAMP 1.5.
For O=C(OCC(=O)c1c[nH]c2ccccc12)c1ccc(Br)o1 the results were ABHD5-PLIN5 inh -3.0, TLR9-MyD88 inh -1.3, NOD2 RIPK2 PPI 0.2, MC4R ag barr -1.8, Granule exo inh -2.1, aDG glyco act 0.0, Vif inh -1.4, N-glyco inh -0.1, ABCB6 inh MLPCN 105.0 and MC4R antag cAMP -2.0.
For N#CC(=C(O)COC(=O)c1ccc2c(c1)OCCO2)c1nc2ccccc2[nH]1 the results were ABHD5-PLIN5 inh 6.8, TLR9-MyD88 inh -2.3, NOD2 RIPK2 PPI -2.8, MC4R ag barr -0.4, Granule exo inh -0.6, aDG glyco act -0.1, Vif inh -1.0, N-glyco inh -15.8, ABCB6 inh MLPCN 105.0 and MC4R antag cAMP -1.8.
Screening CCCN1C(=O)/C(=N\OCC(=O)NCC(F)(F)F)c2ccccc21 returned ABHD5-PLIN5 inh 2.2, TLR9-MyD88 inh -3.6, NOD2 RIPK2 PPI -4.8, MC4R ag barr -1.8, Granule exo inh -5.7, aDG glyco act -0.1, Vif inh -9.5, N-glyco inh 0.3, ABCB6 inh MLPCN 97.0 and MC4R antag cAMP 8.1.
Screening CCC(Sc1nc(C)cc(C)n1)C(=O)NC1=NN=C(c2ccc(C)cc2)CS1 (stereo not given) returned ABHD5-PLIN5 inh -14.2, TLR9-MyD88 inh -1.9, NOD2 RIPK2 PPI 4.6, MC4R ag barr 2.3, Granule exo inh 9.9, aDG glyco act 0.6, N-glyco inh 1.1, ABCB6 inh MLPCN 97.0 and MC4R antag cAMP 10.7.
`Cc1ncn(-c2ccc(C(=O)Oc3ccccc3)cn2)n1` gave ABHD5-PLIN5 inh -3.5, TLR9-MyD88 inh -2.3, NOD2 RIPK2 PPI 8.0, MC4R ag barr -1.2, Granule exo inh -0.8, aDG glyco act -0.1, Vif inh 1.6, N-glyco inh 1.6, ABCB6 inh MLPCN 96.0 and MC4R antag cAMP 29.2*.
`COc1ccccc1-c1sc2ccccc2c1-c1ccc2c(c1)OCCO2` gave ABHD5-PLIN5 inh -3.3, TLR9-MyD88 inh 2.1, NOD2 RIPK2 PPI 0.7, MC4R ag barr 0.5, Granule exo inh 22.8, aDG glyco act 0.0, Vif inh -0.3, N-glyco inh -1.4, ABCB6 inh MLPCN 97.0 and MC4R antag cAMP 0.1.
For O=C(N/N=C1\CCSC1)c1cc(Cl)ccc1O the results were ABHD5-PLIN5 inh 4.6, TLR9-MyD88 inh 1.9, NOD2 RIPK2 PPI 0.9, MC4R ag barr -0.5, Granule exo inh 0.3, aDG glyco act 0.2, Vif inh 2.3, N-glyco inh 0.0, ABCB6 inh MLPCN 103.0 and MC4R antag cAMP -3.3.
For NC(Cc1ccc(C(F)(F)F)cc1)c1csc(Nc2ccccn2)n1 (stereo not given) the results were ABHD5-PLIN5 inh -10.3, NOD2 RIPK2 PPI -3.8, MC4R ag barr 7.4, Granule exo inh -2.4, aDG glyco act 0.5, Vif inh 1.4, N-glyco inh 0.7, ABCB6 inh MLPCN 94.0 and MC4R antag cAMP 0.4.
C[C@H](CO)N1C[C@H](C)[C@@H](CN(C)Cc2cccc(O)c2)OCc2cnnn2CCCC1=O was read as ABHD5-PLIN5 inh -0.2, TLR9-MyD88 inh -2.4, NOD2 RIPK2 PPI 0.0, MC4R ag barr -0.9, Granule exo inh 2.6, aDG glyco act 0.0, N-glyco inh 1.6, ABCB6 inh MLPCN 98.0 and MC4R antag cAMP 11.0.
CCN1CCN(C(c2ccc(OC)cc2)c2nnnn2Cc2ccc3c(c2)OCO3)CC1 (stereo not given) was read as ABHD5-PLIN5 inh 0.6, TLR9-MyD88 inh 13.1, NOD2 RIPK2 PPI 4.5, MC4R ag barr -0.6, Granule exo inh -0.8, aDG glyco act -0.2, Vif inh -0.6, N-glyco inh -0.4, ABCB6 inh MLPCN 101.0 and MC4R antag cAMP 3.8.
For COC(=O)C1(C(=O)OC)Sc2ccccc2C1=O the results were ABHD5-PLIN5 inh -8.3, TLR9-MyD88 inh 2.3, NOD2 RIPK2 PPI -4.0, MC4R ag barr -2.6, Granule exo inh 2.2, aDG glyco act 0.0, N-glyco inh 0.6, ABCB6 inh MLPCN 96.0 and MC4R antag cAMP -5.9.
For O=S1(=O)C=C[C@@H](CO)N1Cc1ccc(Br)cc1 the results were ABHD5-PLIN5 inh -1.4, NOD2 RIPK2 PPI -5.5, Granule exo inh -5.1, aDG glyco act -0.3, Vif inh -0.3, N-glyco inh 0.0 and ABCB6 inh MLPCN 101.0.
CC(C)(C)NC(=O)C(c1ccc(-c2ccccc2)cc1)N(C[C@H]1CC[C@@H]([C@@H]2CC[C@H](CO)O2)O1)C(=O)c1ccc2ccccc2c1 (stereo not given in full) was read as ABHD5-PLIN5 inh 1.8, TLR9-MyD88 inh -5.1, NOD2 RIPK2 PPI 10.4, MC4R ag barr -0.7, Granule exo inh 3.2, aDG glyco act 0.3, Vif inh 6.2, N-glyco inh 0.7, ABCB6 inh MLPCN 107.0 and MC4R antag cAMP 5.0.
Screening Cn1c(N)c(C(=O)COC(=O)Cc2ccc(Cl)c(Cl)c2)c(=O)n(C)c1=O returned ABHD5-PLIN5 inh 0.0, TLR9-MyD88 inh -6.1, NOD2 RIPK2 PPI 15.5, MC4R ag barr -1.9, Granule exo inh -2.9, aDG glyco act 0.1, Vif inh -3.6, N-glyco inh 2.0, ABCB6 inh MLPCN 97.0 and MC4R antag cAMP -3.5.
`CCn1c(CNc2ccccc2Cl)nnc1SCC(=O)NCc1ccccc1` gave ABHD5-PLIN5 inh -2.1, TLR9-MyD88 inh 2.3, NOD2 RIPK2 PPI 2.2, MC4R ag barr -0.3, Granule exo inh 6.5, aDG glyco act 1.1, Vif inh -0.5, N-glyco inh -1.2, ABCB6 inh MLPCN 96.0 and MC4R antag cAMP 6.7.
CN(C(=O)c1ccc([N+](=O)[O-])cc1)c1ccccc1C(=O)NCc1ccccc1 was read as ABHD5-PLIN5 inh -11.7, TLR9-MyD88 inh -2.8, NOD2 RIPK2 PPI 6.5, MC4R ag barr -0.5, Granule exo inh 2.6, aDG glyco act 0.5, Vif inh -4.2, N-glyco inh 1.8, ABCB6 inh MLPCN 98.0 and MC4R antag cAMP 13.3.
For CN(C)CCO[C@@H](c1ccc(Cl)cc1)c1ccccn1 the results were ABHD5-PLIN5 inh 1.4, TLR9-MyD88 inh -6.1, NOD2 RIPK2 PPI 11.8, MC4R ag barr 0.1, Granule exo inh 8.0, aDG glyco act 0.0, Vif inh 27.3, N-glyco inh -1.3, ABCB6 inh MLPCN 102.0 and MC4R antag cAMP 4.7.
For CCCCNc1c(-c2ccc(OC)c(SC(C)CC)c2)nc2cnccn12 (stereo not given) the results were ABHD5-PLIN5 inh -5.5, TLR9-MyD88 inh 16.5, NOD2 RIPK2 PPI 17.6, MC4R ag barr 6.0, Granule exo inh 9.5, aDG glyco act 0.6, Vif inh -3.3, N-glyco inh -5.0, ABCB6 inh MLPCN 124.0 and MC4R antag cAMP 10.4.
`O=C(NC(=S)NNC(=O)c1cccs1)c1ccccc1` gave ABHD5-PLIN5 inh -3.6, TLR9-MyD88 inh 11.4, NOD2 RIPK2 PPI 0.8, MC4R ag barr -2.6, Granule exo inh -1.5, aDG glyco act -0.3, Vif inh 4.7, N-glyco inh 2.6, ABCB6 inh MLPCN 102.0 and MC4R antag cAMP 7.6.
Screening C=CCn1c(SCC(=O)Nc2ccc(OC)cc2)nc2c([nH]c3ccccc32)c1=O returned ABHD5-PLIN5 inh 3.0, TLR9-MyD88 inh -3.5, NOD2 RIPK2 PPI -3.5, MC4R ag barr -1.2, Granule exo inh -2.0, aDG glyco act 0.6, ABCB6 inh MLPCN 92.0 and MC4R antag cAMP -25.1.
